Screening results: PubChem, several laboratories
NCOA3 inh – inhibits human SRC3 coactivator; HEK293 GAL4-SRC3 luciferase reporter, luminescence; inhibition, % at 3.6 µM; hit rate 0.17% among 360,000; AID 588352;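 active means inhibition above a per-campaign cutoff, the mean of all compounds plus 3 SD, cut at about 60% in these data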;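 further: 0% = DMSO-treated cells and 100% = gossypol-treated cells at 36 µM; higher means less SRC3-driven luciferase light from the GAL4 reporter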
TROY NFkB inh – TROY signaling inhibition; Q293 LMP1-TROYcd NF-kB luciferase reporter, 4 h; inhibition, % at 10 µM; hit rate 0.98% among 360,000; AID 1347056;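 active means compounds whose plate-normalised and pattern-corrected inhibition of the luciferase reporter signal at the single screening dose is 50% or more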
LRH-1 inv ag – inverse agonists of human LRH-1 (NR5A2) | hit rate 0.13% among 360,000 | inhibition, % at 3.6 µM | HEK293T StAR-luciferase reporter, LRH-1 transfected, 24 h;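 active means inhibition above the mean inhibition of all tested compounds plus 3 SD, cut at about 73% in these data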;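 further: 0% = DMSO wells and 100% = reporter-only cells lacking LRH-1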
NOD2-RIPK2 inh – NOD2-RIPK2 protein interaction inhibition. hit rate 0.38% among 360,000. inhibition, % at 4.98 µM. O43353. CHO BLA complementation NOD2-RIPK2, CCF4 ratio. AID 624267; in the data active means inhibition above about 21%;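 further: 0% = vehicle only and 100% = reference blocker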
Target sequence (O43353 whole entry, looked up): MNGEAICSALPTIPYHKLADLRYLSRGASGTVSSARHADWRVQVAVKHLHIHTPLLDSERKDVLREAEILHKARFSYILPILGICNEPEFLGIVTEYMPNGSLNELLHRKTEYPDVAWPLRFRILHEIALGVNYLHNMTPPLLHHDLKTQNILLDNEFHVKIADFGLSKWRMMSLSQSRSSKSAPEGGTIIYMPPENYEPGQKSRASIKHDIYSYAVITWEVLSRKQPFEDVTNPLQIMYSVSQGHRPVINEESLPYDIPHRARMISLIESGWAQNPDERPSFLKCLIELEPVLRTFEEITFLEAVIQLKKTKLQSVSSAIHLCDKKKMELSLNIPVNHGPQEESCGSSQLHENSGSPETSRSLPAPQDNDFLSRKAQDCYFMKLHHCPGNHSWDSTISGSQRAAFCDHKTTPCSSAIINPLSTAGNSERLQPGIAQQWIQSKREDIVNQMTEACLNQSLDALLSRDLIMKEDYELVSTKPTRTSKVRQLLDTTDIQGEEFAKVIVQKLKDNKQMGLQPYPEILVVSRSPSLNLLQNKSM
TWEAK-Fn14 inh – blocks TWEAK-Fn14 interaction in a reporter cell assay. inhibition, % at 10 µM. TWEAK-stimulated Fn14 reporter cells, luciferase luminescence, 8 h. hit rate 2% among 360,000; in the data active means inhibition above about 50%
NR2F2 inh – blocks human COUP-TFII nuclear receptor | HEK293T NGFI-A luciferase reporter, luminescence | inhibition, % at 8.6 µM | hit rate 0.7% among 370,000;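 active means inhibition above a per-plate cutoff, mean inhibition of test wells between control levels plus 3 SD, cut at about 38% in these data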;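 further: cells cotransfected with COUP-TFII expression vector driving the NGFI-A reporter; 0% = median of COUP-TF2 test wells and 100% = reporter-only cells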
Target sequence (P24468 whole entry, looked up): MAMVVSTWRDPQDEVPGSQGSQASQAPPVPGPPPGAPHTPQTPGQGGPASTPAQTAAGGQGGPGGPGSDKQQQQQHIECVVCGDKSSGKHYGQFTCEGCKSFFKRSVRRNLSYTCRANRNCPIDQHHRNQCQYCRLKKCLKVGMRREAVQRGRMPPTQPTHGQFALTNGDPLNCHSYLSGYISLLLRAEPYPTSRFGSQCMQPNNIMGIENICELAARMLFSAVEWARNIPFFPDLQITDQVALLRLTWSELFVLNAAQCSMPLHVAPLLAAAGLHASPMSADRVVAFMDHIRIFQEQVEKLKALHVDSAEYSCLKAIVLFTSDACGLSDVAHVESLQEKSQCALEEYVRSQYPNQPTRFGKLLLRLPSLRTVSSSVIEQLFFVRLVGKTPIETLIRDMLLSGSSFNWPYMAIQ
TRAIL sens C8 – caspase-8 TRAIL sensitization; NB7+C8 cells + TRAIL, ATPlite viability luminescence; inhibition (viability loss, TRAIL sensitization), % at 10 µM; hit rate 1% among 360,000; AID 624354;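 active means compounds causing at least 50% loss of cell viability in the single-dose screen, relative to plate controls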
LMP1 NFkB inh – reduces LMP1-driven NF-kappaB luciferase signal; LMP1-induced NF-kappaB luciferase reporter cells, luminescence; inhibition, % at 12.5 µM; hit rate 0.69% among 350,000; in the data active means inhibition above about 41%;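 further: 0% = neutral control wells and 100% = reference inhibitor control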
TLR9-MyD88 inh – TLR9-MyD88 interaction inhibition; Q9NR96+Q99836; hit rate 0.21% among 340,000; inhibition, % at 4.98 µM; CHO BLA complementation TLR9-MyD88, CCF4 FRET ratio;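 active means inhibition above the mean over all tested compounds plus 3 SD, cut at about 21% in these data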;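 further: 0% = DMSO only wells and 100% = clavulanate BLA inhibitor control wells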
SRC1 inh – human NCOA1 inhibition. HEK293 GAL4-SRC1 luciferase reporter, luminescence. inhibition, % at 3.6 µM. hit rate 0.12% among 360,000. AID 588354;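 active means inhibition above the campaign mean plus 3 SD, with each screening campaign given its own cutoff, cut at about 60% in these data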;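 further: 0% = DMSO treated cells and 100% = gossypol at 36 µM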
SRC2 inh – human SRC2 (NCOA2) inhibition. Q15596. HEK293 GAL4-SRC2 luciferase reporter, luminescence. inhibition, % at 9 µM. hit rate 0.17% among 370,000. AID 651957;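 active means inhibition above the mean inhibition of all tested compounds plus 3 SD, set per campaign, cut at about 52% in these data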;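 further: 0% = DMSO treated cells and 100% = cells given Gossypol at 36 µM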
Starred values were filed as active, the others as inactive; . = no result given.

SMILES	NCOA3 inh	TROY NFkB inh	LRH-1 inv ag	NOD2-RIPK2 inh	TWEAK-Fn14 inh	NR2F2 inh	TRAIL sens C8	LMP1 NFkB inh	TLR9-MyD88 inh	SRC1 inh	SRC2 inh
Cc1cc(NC(=O)CCSc2nc(-c3ccco3)cc(C(F)(F)F)n2)no1	5	5	-11	8	1	-7	9	1	-3	-2	-14
COC(=O)c1sc(NC(=O)CSc2n[nH]c(N)n2)c(C(=O)OC)c1C	-23	-2	29	-9	5	-17	-7	4	8	-1	8
COCCNC(=O)CSc1nc2cc3c(cc2c(=O)n1Cc1ccco1)OCO3	3	-3	3	-3	15	11	-10	2	-28	0	-24
O=Cc1cccn1Cc1ccccc1[N+](=O)[O-]	14	0	4	-10	-23	3	-1	4	-4	-5	-3
COc1ccc(C=C(C(=O)O)c2ccc(OC)cc2)cc1	-43	-51	-8	-5	-18	-4	21	-18	-9	-34	-29
NC(=O)CC(NC(=O)Cc1ccc(Cl)cc1)c1ccc(NC2CCCCCCC2)c([N+](=O)[O-])c1 (centres undefined)	14	-14	5	5	-2	-4	1	1	-4	6	-1
O=S(=O)(Nc1ccc2nc(C(F)(F)F)[nH]c2c1)c1ccccc1	13	2	12	-9	21	11	17	-5	1	6	23
COc1ccccc1C(CNC(=O)CSc1ccc2ccccc2c1)N(C)C (centres undefined)	11	-12	24	-8	11	2	18	-7	-6	-20	-7
COc1ccc(OCC(=O)NC(CC(=O)O)c2ccc(OC)c(OC)c2)cc1 (centres undefined)	3	-5	8	-7	-28	0	18	-2	.	1	23
CC[C@@H](C)[C@H](NC(=O)CCc1c(C)c2cc3c4c(oc3c(C)c2oc1=O)CCCC4)C(=O)O	-6	4	-9	-13	48	40*	3	6	-13	-3	48
O=C(NCc1cccnc1)Nc1cccc(F)c1	11	-11	1	1	-2	3	-7	5	-1	-4	16
CCCCC(=O)N(C)c1c(C)nc2ccc(C(=O)N3CCCCC3)cn12	15	-13	-1	1	0	8	-10	.	.	-6	14
Cc1ccc(OCc2cc(C(=O)NC3CCc4ccccc43)no2)cn1 (centres undefined)	-20	3	26	-8	5	13	1	11	-10	-6	15
CCCCC1=CC2=CC(=O)C(C)(OC(=O)CC)C(=O)C2=CN1C1CCCC1 (centres undefined)	-4	-16	-18	-8	-1	-8	4	0	-1	-14	-14
Cc1cccc(-n2c(SCC(=O)O)nc3sc4c(c3c2=O)CCC4)c1	-4	4	12	2	2	3	-8	-10	-4	-6	-17
O=C(CCc1nc2ccccc2s1)OCC(=O)N1CCN(C(=O)c2ccco2)CC1	-21	-5	18	3	-2	-8	2	6	-5	4	-5
CCn1c(SCC(=O)N2CCCC(C)C2)nnc1-c1ccco1 (centres undefined)	-10	-8	-6	7	16	3	-1	-17	4	-2	-31
Cc1[nH]c(=O)[nH]c(=O)c1S(=O)(=O)N1CCCC(C(=O)NCc2ccc3c(c2)OCO3)C1 (centres undefined)	8	-9	-4	-9	-9	8	-8	-4	.	-13	-14
CC(COc1ccc(/C=C/c2ccccc2)cc1)[N+](C)(C)C (centres undefined)	-11	33	-8	-15	14	-9	12	-4	6	-18	0
COc1ccc(CN2C[C@@H](CO)O[C@@H](n3cnc4c(N5CCCC5)ncnc43)C2)cc1	-4	-2	-22	5	0	-5	7	.	.	-7	10
C=CCn1c(=O)n(CCC#N)c(=O)n(CCC#N)c1=O	1	1	8	-4	6	-19	-10	-2	-5	5	7
O=C(Nc1cccc(O)c1)c1cc(-c2ccc3c(c2)OCO3)on1	-18	64*	-51	0	95*	43*	92*	0	0	-21	19
c1ccc(-n2ncc3c(NCCCN4CCOCC4)ncnc32)cc1	-60	-72	-110	5	-2	-40	5	-21	4	-91	-43
COc1ccc2nc(NC(=O)c3cnccn3)sc2c1	-81	2	-147	2	46	-35	53*	14	6	-96	-40
COc1ccc(NC2=C(NCCO)C(=O)c3ccccc3C2=O)cc1	-24	-29	-34	-3	-25	1	19	-9	-9	-39	-53
COC(=O)c1ccc(NC(=O)c2cccc(Cl)c2)o1	-5	-5	-14	-18	-14	11	-4	7	-8	-3	-12
Cc1cc(C)c(-c2cc(C)nc3ncnn23)c(C)c1	5	-1	1	-8	-8	0	-10	0	-1	3	-8
CCOC(=O)c1cnc2ccc(Cl)cc2c1Nc1ccc(S(=O)(=O)Nc2ncccn2)cc1	2	-9	-3	-6	-3	-3	-4	3	-1	-5	15
C=CCN1C(=O)/C(=C\c2ccc(OC(=O)c3ccco3)c(OC)c2)SC1=S	2	-45	2	-8	-18	10	-5	8	-3	-155	8
CN(Cc1ccccc1)C(=O)CN1C(=O)C2C3C=CC(C3)C2C1=O (centres undefined)	4	-7	7	1	3	-12	-14	4	3	0	1
Cc1c(C(=O)NCCN2CCOCC2)oc2ccc(S(=O)(=O)N3CCCCCC3)cc12	8	2	-2	-2	6	6	6	-1	7	-7	-23
CCOC(=O)CSc1cc(C)nc(N)n1	4	8	0	-1	4	0	-5	-6	2	-6	-34
Cc1c(C(=O)O)cc(C(C)(C)C)n1CCSCCO	29	-2	-4	-7	-2	10	-6	8	2	-1	-3
COCCNC(=S)N/N=C(\C)CCc1ccc2c(c1)OCO2	5	-2	-12	4	-13	8	-11	-5	-13	6	2
C=CCn1c(-c2ccoc2C)n[nH]c1=S	-40	4	11	2	7	-2	4	10	0	6	9
CN(C)CCCNC(=O)C[C@H]1C[C@H](C(=O)N2CCOCC2)[C@@]2(C)c3[nH]c4cc(CCC(=O)N(C)C)ccc4c3CCN2C1=O	12	5	9	-4	-1	7	-12	-1	7	-3	-2
CCOC(=O)c1cc2c(N)c(C(=O)c3ccc(Br)cc3)sc2[nH]c1=O	12	3	-4	4	7	-18	-10	4	-7	-7	7
CC(NC(=O)C12CC3CC(CC(C3)C1)C2)C(=O)NN=Cc1ccc([N+](=O)[O-])o1 (centres undefined)	5	1	43	-9	17	-5	29	-27	9	-3	-6
Cc1ccc2nc(-c3ccncc3)c(NC3CCCC3)n2c1	35	31	-39	-3	12	20	-5	9	-7	29	2
Cc1ccc(-n2c(SCC(=O)Nc3cc(C)on3)nc3c(c2=O)SC(C)C3)cc1 (centres undefined)	17	14	11	-9	9	2	-6	-8	6	-12	-1
CCOC(=O)CN1C(=O)S/C(=C/c2cc(C)n(C)c2C)C1=O	-47	8	-80	3	-17	-25	-2	-9	3	-75	-72
CCOC(=O)/C(C#N)=C/c1c(N2CCN(c3ccc(OC)cc3)CC2)nc2c(C)cccn2c1=O	-30	-21	-5	6	20	4	0	12	-12	3	1
COCCCNc1nc2ccccc2nc1NS(=O)(=O)c1ccc(F)cc1	3	16	-9	-7	19	-6	-9	.	-10	-21	-11
O=c1c(Cl)c(N2CCC3(CC2)OCCO3)cnn1C12CC3CC(CC(C3)C1)C2	14	-7	11	-3	-3	11	-10	.	.	1	-7
CCC/C(C)=N/NC(=O)c1ccccc1O	-32	-27	-36	-4	-3	-26	3	-2	3	-25	-11
CC(=O)N1c2ccc(S(=O)(=O)N3CCC(C(=O)N4CCN(c5cccc(C(F)(F)F)c5)CC4)CC3)cc2CC1C (centres undefined)	26	4	3	5	2	31	35	.	5	21	14
CCCNC(=O)c1cc2c(c(-c3cccc(-c4ccc(F)cc4)c3)n1)[C@@H](CCO)N(S(=O)C(C)(C)C)C2 (some centres undefined)	-21	21	8	4	12	15	-3	.	.	-1	-34
CCOC(=O)C1=C(C)Nc2nc(C)nn2C1c1ccc(C)cc1 (centres undefined)	21	-16	3	1	-34	-3	-7	3	-3	12	-5
O=C(CCCN1C(=O)C2CC=CCC2C1=O)Nc1cccc(F)c1 (centres undefined)	-15	-8	-5	-10	-10	2	7	-1	-3	4	-12
CC(C)Oc1ccc(CNC(=S)N/N=C/c2ccc([N+](=O)[O-])cc2)cc1	-16	-9	-5	-4	-6	0	-7	-6	-5	-19	6
O=C(Nc1nc2c(Br)cc(Br)cc2c(=O)s1)C1CCC1	14	-8	-14	-3	10	-7	-2	1	0	-11	15
CC(Sc1nnc(-c2ccccc2Br)o1)C(=O)N1CCOCC1 (centres undefined)	-16	1	-18	2	-4	13	5	-8	-3	-18	-10
O=C(Nc1ccc(Cl)cn1)c1cccc(S(=O)(=O)N2CCCCC2)c1	7	-2	-9	-12	19	-12	-4	-4	2	8	-29
CC1=NOC(=O)/C1=C\c1ccc(-c2ccccc2Br)o1	24	68*	14	0	96*	-10	13	5	9	-13	12
COc1cccc(NC(=S)N2C3CCCC2CC(NC(=O)C2CC2)C3)c1 (centres undefined)	7	-2	13	-1	1	12	7	-6	-13	-7	15
Cc1cccc(N(C)S(=O)(=O)c2ccc(-c3cc(C)no3)s2)c1	26	18	20	4	-12	-4	15	1	0	2	21
Cc1ccc(S(=O)(=O)N2CCC(C(=O)NCCCN3CCCCCC3)CC2)cc1	-26	9	-16	4	-3	9	1	-8	3	-3	-10
COC(=O)c1cc(-c2ccccc2)n[nH]1	-10	-47	1	-3	-8	-13	0	10	5	-16	-38
COc1ccc2cc(C(=O)C3CCCN(C(=O)c4cnccn4)C3)ccc2c1 (centres undefined)	12	-6	-16	10	-18	14	4	-9	1	6	6
CSc1ccc(CN2CCC2(C)C(=O)Nc2cnc3ccccc3c2)cc1 (centres undefined)	2	13	2	4	-26	14	5	.	.	17	-6

Full records from above:
Shown for O=C(Nc1nc2c(Br)cc(Br)cc2c(=O)s1)C1CCC1 → NCOA3 inh = 14; TROY NFkB inh = -8; LRH-1 inv ag = -14; NOD2-RIPK2 inh = -3; TWEAK-Fn14 inh = 10; NR2F2 inh = -7; TRAIL sens C8 = -2; LMP1 NFkB inh = 1; TLR9-MyD88 inh = 0; SRC1 inh = -11; SRC2 inh = 15
Shown for CCCNC(=O)c1cc2c(c(-c3cccc(-c4ccc(F)cc4)c3)n1)[C@@H](CCO)N(S(=O)C(C)(C)C)C2 (some centres undefined) → NCOA3 inh = -21; TROY NFkB inh = 21; LRH-1 inv ag = 8; NOD2-RIPK2 inh = 4; TWEAK-Fn14 inh = 12; NR2F2 inh = 15; TRAIL sens C8 = -3; LMP1 NFkB inh = .; TLR9-MyD88 inh = .; SRC1 inh = -1; SRC2 inh = -34

(list continues)
SMILES	NCOA3 inh	TROY NFkB inh	LRH-1 inv ag	NOD2-RIPK2 inh	TWEAK-Fn14 inh	NR2F2 inh	TRAIL sens C8	LMP1 NFkB inh	TLR9-MyD88 inh	SRC1 inh	SRC2 inh
CSC1=NCCN1S(=O)(=O)c1ccc(Cl)cc1	-6	-44	-18	-10	6	-2	0	0	-5	-8	-17
Cc1ccc(NC(=O)CN(C)C(=O)CCOc2ccccc2C)cc1	15	0	-5	-7	9	4	-3	-4	-1	4	4
Nc1ccc2oc(-c3ccc4nc[nH]c4c3)nc2c1	-22	-43	-85	-6	46	3	57*	14	-5	-72	-2
CCN(CC)C(=O)CN(c1cccc([N+](=O)[O-])c1)S(=O)(=O)c1ccccc1	-7	-2	0	-13	1	5	1	-1	3	-123	18
CC(=O)c1ccc(S(=O)(=O)N2CCN(CC(=O)Nc3ccccc3C(=O)NC3CC3)CC2)cc1	10	-1	-5	-2	-12	-8	21	2	4	0	-2
Cc1cc(NC(=O)C2CCC2)n(-c2ccccn2)n1	16	-4	16	-3	2	7	3	-3	-3	-24	0
COc1ccccc1NS(=O)(=O)c1cccc(NC(=O)Nc2ccc(Cl)cc2)c1	-9	59*	3	-12	84*	26	1	-5	-1	1	4

This is a subset; the hit share may differ from the screen's.
